Bioassay records (PubChem BioAssay)
hgDAF12 agonist = hgDAF-12 agonism, primary luciferase screen. HEK293 GAL4-hgDAF12 UAS-luciferase reporter, agonist luminescence; normalized to butyrate control. activation, % at 6.8 µM. 1.8% of 370,000 active;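 active = activation above a cutoff set at the mean of all screened compounds plus 3 SD, cut at about 10% in these data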;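 also: 0% = DMSO wells and 100% = sodium butyrate wells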
GC-A act = GC-A (human) enzyme activation. HEK293 GC-A cells, cGMP TR-FRET, EC30 ANP; 0% at EC30 ANP, 100% saturating ANP. activation, % at 10 µM. 0.14% of 370,000 active. AID 1671463; in the data active = activation above about 40%
FXN GAA850 act = increases GAA850 frataxin promoter reporter activity. HEK293 lucGAA850 FXN promoter luciferase reporter, 24 h; percent of 10 µM SAHA response. AID 540364. activation, % at 6 µM. 0.56% of 360,000 active;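 active = activation above the average of all compounds screened plus 3 SD, cutoff fixed separately per campaign, cut at about 7.5% in these data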;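 also: 0% = DMSO wells and 100% = 10 µM SAHA wells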
DAX1 inh-1 = inhibits human nuclear receptor DAX1; AID 504766; P51843; HEK293 Gal4-DAX1 luciferase reporter, luminescence; inhibition, % at 6.75 µM; 0.99% of 340,000 active;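 active = inhibition above the mean over all tested compounds plus 3 SD, cut at about 4.2% in these data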;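 also: 0% = DAX1-transfected cells with DMSO and 100% = empty-vector control cells with DMSO; inhibition shows as a rise in luminescence from relieved DAX1 repression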
Target sequence (P51843 207-470 limits assumed): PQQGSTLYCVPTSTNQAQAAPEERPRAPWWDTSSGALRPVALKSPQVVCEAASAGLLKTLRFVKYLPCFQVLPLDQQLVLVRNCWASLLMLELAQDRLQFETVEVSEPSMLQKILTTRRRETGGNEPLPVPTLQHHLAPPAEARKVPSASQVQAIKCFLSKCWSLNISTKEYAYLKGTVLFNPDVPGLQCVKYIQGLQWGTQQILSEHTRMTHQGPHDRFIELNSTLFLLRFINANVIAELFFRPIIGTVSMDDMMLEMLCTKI
GC-B act = GC-B (human) receptor activation; P20594; HEK293-GC-B cells, CNP EC30, cGMP TR-FRET; 0% at EC30 CNP, 100% saturating CNP; activation, % at 10 µM; 0.11% of 370,000 active;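 active = activation at 10 µM reaching about 35% in either raw or pattern-adjusted values, limit read from the data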
DAX1 inh-2 = DAX1 (NR0B1) inhibition, primary screen | HEK293T StAR-luciferase reporter, SF-1/DAX-1 repression relief | inhibition, % at 6.8 µM | 1.1% of 370,000 active | AID 652010;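 active = inhibition above the mean over all tested compounds plus 3 SD, cut at about 3.6% in these data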;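 also: 0% = DAX-1 cells with DMSO and 100% = cells lacking DAX-1 with DMSO; higher inhibition means more luminescence from relief of DAX-1 repression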
SMARCA2 activ = SMARCA2 function activation, primary screen; activation, % at 9.1 µM; 1% of 370,000 active; MG213 cells, MMTV-luciferase reporter, dexamethasone, overnight; AID 652017; in the data active = activation above about 7.8%;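 also: 0% = vehicle wells and 100% = reference activator wells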
sPLA2-III inh = Inhibits HGIII-sPLA2 liposome hydrolysis, primary screen; QFRET BODIPY PC-A2 liposome hydrolysis, fluorescence; 0.56% of 370,000 active; AID 743126; Q9NZ20; inhibition, % at 12.2 µM;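 active = inhibition above mean plus 3 SD of compounds lying within the high and low control bounds, cut at about 19% in these data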;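 also: 0% = median of test compound wells and 100% = no enzyme DMSO wells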
Target sequence (Q9NZ20 whole entry, looked up): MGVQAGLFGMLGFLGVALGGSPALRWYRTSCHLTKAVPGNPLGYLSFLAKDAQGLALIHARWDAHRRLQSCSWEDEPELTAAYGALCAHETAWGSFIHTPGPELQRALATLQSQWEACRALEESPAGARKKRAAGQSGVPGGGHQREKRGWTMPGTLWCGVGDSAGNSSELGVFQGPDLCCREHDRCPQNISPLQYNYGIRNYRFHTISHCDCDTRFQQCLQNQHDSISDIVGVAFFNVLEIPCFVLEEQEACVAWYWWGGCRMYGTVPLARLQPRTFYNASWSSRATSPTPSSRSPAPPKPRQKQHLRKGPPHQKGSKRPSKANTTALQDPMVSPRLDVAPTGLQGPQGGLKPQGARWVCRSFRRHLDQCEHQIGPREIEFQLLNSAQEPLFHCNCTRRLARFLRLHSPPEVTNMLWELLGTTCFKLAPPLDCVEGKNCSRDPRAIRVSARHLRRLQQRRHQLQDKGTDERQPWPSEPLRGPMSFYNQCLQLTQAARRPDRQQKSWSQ
KLK7 zymogen act = activates the human kallikrein-7 zymogen. P49862. purified proKLK7, EDANS-DABCYL substrate fluorescence; 100% is mature enzyme control, 0% vehicle. activation, % at 7 µM. 0.9% of 370,000 active. AID 652039;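 active = activation above the mean of all tested compounds plus 3 SD, computed per campaign excluding outliers beyond control limits, cut at about 13% in these data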
Target sequence (P49862 whole entry, looked up): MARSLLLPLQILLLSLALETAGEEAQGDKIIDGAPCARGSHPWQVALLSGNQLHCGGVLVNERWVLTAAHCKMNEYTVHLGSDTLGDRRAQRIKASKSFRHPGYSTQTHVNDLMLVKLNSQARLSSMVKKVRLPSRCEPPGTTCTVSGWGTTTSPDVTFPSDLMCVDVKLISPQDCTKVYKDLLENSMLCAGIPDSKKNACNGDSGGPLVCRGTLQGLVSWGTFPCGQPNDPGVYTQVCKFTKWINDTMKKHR
hcDAF-12 act = H. contortus DAF-12 activation, primary screen; HEK293 hcDAF-12 lit1-tk-luc reporter, luminescence; 0% DMSO, 100% Δ7-dafachronic acid; activation, % at 6.8 µM; 1.4% of 370,000 active;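 active = activation above the mean of all tested compounds plus 3 SD, cut at about 5.5% in these data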;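 also: 100% = response to 3 µM Δ7-dafachronic acid high control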
ssDAF-12 act = activates DAF-12 receptor from parasite S. stercoralis; HEK293 ssDAF-12/GRIP1 lit1-tk-luc reporter, luminescence; % of 3 µM dafachronic acid response; activation, % at 6.8 µM; 1% of 370,000 active;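 active = activation above the mean over all tested compounds plus 3 SD, cut at about 0.9% in these data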;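 also: 0% = DMSO-only wells and 100% = 3 µM delta7-dafachronic acid wells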
* hit, by the source's call; . = not tested or not shown.

SMILES	hgDAF12 agonist	GC-A act	FXN GAA850 act	DAX1 inh-1	GC-B act	DAX1 inh-2	SMARCA2 activ	sPLA2-III inh	KLK7 zymogen act	hcDAF-12 act	ssDAF-12 act
CCCCN(C(=O)c1cccc2c(=O)c(C)c(-c3ccccc3)oc12)c1ccccc1	-6.7	-41	-0.8	-3.4	-18	-1.4	-5	-11	0.4	-3.3	-2.4
Cc1cccc(C(=O)Nc2nnc(COc3ccccc3)s2)c1	-1.1	-36	0.1	-0.1	-7	-1.5	0	-17	-0.2	0.0	-1.2
C[C@H](NC(=O)c1ccccc1Cl)C(=O)OCC(=O)NNC(=O)c1cccs1	-0.3	3	2.7	0.1	-9	0.1	-3	9	0.7	0.2	-0.7
CCOC(=O)C1=C(N)N2C(=O)C(C)SC2=C(C(=O)OCC)C1c1ccccc1 (stereo not given)	-1.0	-9	-0.5	-0.6	-6	-0.1	-1	2	0.0	-0.4	-0.6
O=C(NC(C(=O)N1CCCC1C(=O)O)=C1CCCCC1)c1ccccc1 (stereo not given)	-3.0	1	-0.9	1.1	6	-0.3	1	7	-0.7	-2.0	-0.7
Cc1ccc2[nH]c(=O)c(CNC(C)(C)C)cc2c1	-0.2	0	1.1	0.9	2	1.3	1	1	0.5	-2.0	-0.9
Cc1nn2c(NCCCN(C)C)c3c(nc2c1-c1ccccc1)CCC3	-1.9	-2	2.9	0.2	-9	0.6	-3	6	-1.3	-0.8	-1.2
Nc1nnc(CSCc2ccc(F)cc2)s1	0.2	-2	1.3	1.3	4	0.1	1	3	-0.3	-0.7	-1.2
CC(C)C1Cc2[nH][nH]c(=O)c2C(C2CC2)O1 (stereo not given)	-2.4	7	.	.	7	-0.3	5	-1	-0.1	0.9	-0.7
Cc1ccc(S(=O)(=O)N(C)CCCC(=O)Nc2ccc(F)cc2)cc1	2.4	4	-0.8	0.2	1	-1.0	-2	-8	-0.2	-1.3	-0.9
Cc1ccc(NC(=O)C2CCCCC2C(=O)O)cc1C (stereo not given)	-1.0	1	0.3	0.9	1	0.0	-4	8	0.4	-1.4	-1.1
Cc1ccc(S(=O)(=O)NCCc2cn3nc(C)c(C)nc3n2)cc1C	-2.5	4	-1.0	0.9	0	-1.6	3	0	58*	-1.3	-1.0
CC(=O)Nc1ccc(S(=O)(=O)N2CCN(Cc3nc4sc(C)c(C)c4c(=O)[nH]3)CC2)cc1	-3.3	-3	1.0	1.6	-10	0.1	-3	1	0.5	-1.3	-1.1
CC1(NC(=O)CSc2nnc(-c3c[nH]c4ccccc34)n2C2CC2)CCS(=O)(=O)C1 (stereo not given)	0.6	1	-0.2	0.3	2	-0.1	-2	1	0.5	0.7	-0.8
Cc1ccc(NC(=O)NCc2cccnc2)cc1Cl	2.8	1	1.8	1.3	-2	-0.2	2	-1	-0.4	0.0	-0.7
O=C(O)c1ccc2c(c1)C(=O)N(c1cccc(S(=O)(=O)Nc3cccc(C(F)(F)F)c3)c1)C2=O	2.8	-5	-0.6	-0.3	0	-0.3	-2	-12	0.1	0.2	-1.1
COc1ccc(Cn2c(=O)[nH]c3cc(C(=O)Nc4ccccc4C)ccc32)cc1	-0.4	9	-1.2	-1.0	5	-0.1	-3	1	0.5	-2.3	-0.5
COC(=O)c1ccc(Nc2ncnc3sccc23)cc1	3.2	-2	3.8	0.8	-5	0.6	1	-7	-0.5	1.9	-0.7
COc1ccccc1OCCn1c(=O)n(C)c2ccccc21	0.5	1	2.5	3.5	0	-0.2	-2	4	0.1	-1.5	-0.9
O=C(CC1NCCNC1=O)Nc1cccc([N+](=O)[O-])c1 (stereo not given)	-1.5	4	1.6	2.1	-3	0.4	-3	11	-0.3	-1.7	-1.1

Next part; it opens with the 4 that closed the last part.
SMILES	hgDAF12 agonist	GC-A act	FXN GAA850 act	DAX1 inh-1	GC-B act	DAX1 inh-2	SMARCA2 activ	sPLA2-III inh	KLK7 zymogen act	hcDAF-12 act	ssDAF-12 act
COc1ccc(Cn2c(=O)[nH]c3cc(C(=O)Nc4ccccc4C)ccc32)cc1	-0.4	9	-1.2	-1.0	5	-0.1	-3	1	0.5	-2.3	-0.5
COC(=O)c1ccc(Nc2ncnc3sccc23)cc1	3.2	-2	3.8	0.8	-5	0.6	1	-7	-0.5	1.9	-0.7
COc1ccccc1OCCn1c(=O)n(C)c2ccccc21	0.5	1	2.5	3.5	0	-0.2	-2	4	0.1	-1.5	-0.9
O=C(CC1NCCNC1=O)Nc1cccc([N+](=O)[O-])c1 (stereo not given)	-1.5	4	1.6	2.1	-3	0.4	-3	11	-0.3	-1.7	-1.1
C[C@H]1CN([C@@H](C)CO)C(=O)CCCn2cc(nn2)CO[C@@H]1CN(C)C(=O)CCC(F)(F)F	-1.3	0	-0.7	1.5	1	1.5	-1	2	0.2	-2.0	-1.5
NC(=O)c1oc2ccccc2c1NC(=O)CS(=O)(=O)c1ccccc1	0.3	2	0.9	0.3	3	-0.1	-3	6	0.0	0.2	-1.2
O=C(Nc1cccc(S(=O)(=O)N2CCOCC2)c1)C1CCCN(C(=O)c2ccc(Cl)cc2)C1 (stereo not given)	-2.5	-3	3.3	-0.6	-2	-1.6	0	-13	0.4	-2.5	-2.3
Cc1ccccc1-n1c(SCC(=O)NC(N)=O)nc2sc(-c3ccccc3)cc2c1=O	0.8	3	5.0	-0.5	6	0.5	-3	9	0.4	-4.4	-0.6
COC(=O)C1CN(C(=O)C(C)Oc2ccccc2Cl)c2ccccc2O1 (stereo not given)	-0.3	-7	-1.6	-0.8	3	-0.3	-1	2	0.1	3.1	0.1
CC(=O)N1CCN(c2ccc(NC(=O)c3ccc(OCc4ccccc4)cc3)cc2)CC1	0.6	2	1.2	0.3	6	-0.4	-5	4	-1.5	-2.6	-0.4
O=C(COC(=O)c1cccs1)NCCN1C(=O)CSC1=O	2.9	-1	-0.6	-0.7	8	0.4	-5	5	-0.7	-1.2	-0.4
COc1ccc(OC)c(/C=C/C(=O)OCC(=O)Nc2cccc(C(C)=O)c2)c1	2.6	8	-3.5	0.2	3	-0.3	-1	-12	7.1	-0.2	-1.1
COc1ccc(NC(=O)c2sc(=O)n(Cc3ccc(SC)cc3)c2C)cc1OC	-1.9	-2	0.3	.	-2	-2.3	0	-12	0.1	-0.1	-2.1
C=CCN1C(=O)C(Cc2ccc(F)cc2)S/C1=N/N=C/c1ccco1 (stereo not given)	0.0	2	4.0	0.2	-5	0.1	4	-5	-0.9	2.7	-1.2
COc1ccccc1N1CCN(C(=O)C2CCN(S(=O)(=O)c3ccccc3)CC2)CC1	-1.1	-1	-0.2	1.0	-1	-0.2	-3	-9	-0.2	-0.2	-1.5
CCOC1=C2[C@H](c3ccccc3F)N(S(=O)(=O)c3ccc(C)cc3)C[C@H]2n2c(=O)n(-c3ccccc3)c(=O)n2C1	2.5	-2	.	.	-16	-0.2	-3	1	-0.4	0.3	-0.9
COC(=O)c1ccc(-c2ccc(C(c3c(C)[nH][nH]c3=O)c3c(C)[nH][nH]c3=O)o2)cc1	-10	0	-1.1	-2.1	-1	-1.4	-8	-27	0.0	-2.6	-2.4
O=C(Nc1ccc(Cc2nc3ccccc3s2)cc1)c1ccncc1	-5.8	-2	0.1	-3.8	-4	-1.8	-4	-5	-0.7	-3.8	-1.8
CCO/C(C)=N/Oc1cncnc1	0.3	0	.	.	-3	1.2	3	3	0.2	0.7	-1.3
Cn1c(SCC(=O)N2CCCC2)nc2cccnc21	3.4	7	1.6	0.5	-1	-0.1	-1	6	0.5	1.4	-1.0
COc1cc(C)c(NC(=S)Nc2ccc(C)c(Cl)c2)cc1OC	-0.3	5	0.2	-0.3	-2	-0.2	3	8	0.2	1.1	-1.3
CCCN1CCCc2cc(CN(CCCN3CCOCC3)C(=O)Nc3ccc(OCC)cc3)ccc21	-0.5	-1	-1.2	-0.5	-2	-0.9	-3	-6	0.7	0.8	-1.3
COC(=O)C1=C(N)OC2=C(C(=O)CCC2)C1c1ccc2c(c1)OCO2 (stereo not given)	2.2	-4	-0.1	0.6	-7	-0.5	-2	-2	-0.6	-0.8	-1.5
N#Cc1c2n(c3c(=O)n(Cc4ccc(Cl)cc4)cnc13)CCCCC2	-0.2	26	2.2	-0.1	25	0.3	-1	1	0.0	-0.3	-0.9

Overlap with the part before: three compounds, then new ones.
SMILES	hgDAF12 agonist	GC-A act	FXN GAA850 act	DAX1 inh-1	GC-B act	DAX1 inh-2	SMARCA2 activ	sPLA2-III inh	KLK7 zymogen act	hcDAF-12 act	ssDAF-12 act
CCCN1CCCc2cc(CN(CCCN3CCOCC3)C(=O)Nc3ccc(OCC)cc3)ccc21	-0.5	-1	-1.2	-0.5	-2	-0.9	-3	-6	0.7	0.8	-1.3
COC(=O)C1=C(N)OC2=C(C(=O)CCC2)C1c1ccc2c(c1)OCO2 (stereo not given)	2.2	-4	-0.1	0.6	-7	-0.5	-2	-2	-0.6	-0.8	-1.5
N#Cc1c2n(c3c(=O)n(Cc4ccc(Cl)cc4)cnc13)CCCCC2	-0.2	26	2.2	-0.1	25	0.3	-1	1	0.0	-0.3	-0.9
NC(=O)CC(NC(=O)Cc1ccc(Cl)cc1)c1ccc(NCCc2ccccc2F)c([N+](=O)[O-])c1 (stereo not given)	2.0	-2	1.1	-0.1	1	-0.5	0	7	-0.1	0.6	-1.1
O=C(NCCOc1ccc(F)cc1)c1ccccc1SCc1ccccc1	-2.9	-3	2.3	-0.8	3	-0.6	-1	-13	0.3	1.2	-1.4
CN(C)c1oc(/C=C/c2cccs2)nc1S(=O)(=O)c1ccccc1	0.0	-4	0.5	0.4	0	0.0	1	2	0.2	1.9	-0.9
CC1=C(C(=O)Nc2ccccc2C)C(c2cccs2)NC(=S)N1 (stereo not given)	4.1	0	2.8	0.6	5	-0.2	-2	5	0.4	-2.1	-0.7
Cc1[nH]c(=O)cc2ccccc12	1.1	2	1.1	2.7	8	-0.1	3	-3	-0.1	-0.1	-1.4
CCCCNCC#CCOc1cc(C)ccc1C(C)C	4.6	-13	0.1	-0.1	-4	0.1	0	-10	0.0	0.0	-1.4
CCc1ccccc1NC1=NCC(=O)N1Cc1ccccc1	0.5	-2	2.5	-0.2	-5	-0.2	-1	5	-0.8	0.5	-0.1
COC(=O)CCCC1=CC2=C(c3ccccc3)C(=O)C(C)(OC(=O)C3CCCC3)C(=O)C2=CN1CC1CC1 (stereo not given)	-2.2	-2	1.0	1.1	-3	0.5	-1	1	-0.4	-0.2	-0.8
CCOC(=O)C1CCCN(Cc2nc(Cc3ccccc3Cl)no2)C1 (stereo not given)	-3.0	3	1.6	0.9	-1	0.3	-3	-9	-0.8	-1.3	-1.2
COc1ccc(-c2noc(C(C)NC(=O)c3ccco3)n2)cc1OC (stereo not given)	0.8	1	1.2	0.2	2	0.4	-2	-1	0.1	-0.8	-0.8
CCNCc1ccccc1OCc1ccccc1	0.1	-8	0.9	3.3	-8	-0.1	0	4	0.5	0.4	-1.1
COc1ccccc1N(C(=O)c1snc(C(N)=O)c1N)C(C(=O)NCc1ccccc1)c1ccc(C)o1 (stereo not given)	1.6	-17	-1.0	-1.4	-19	0.4	-1	-7	-13	-1.8	-1.4
Cc1cccnc1CC(C)NC(=O)c1cc(COc2cncc(Cl)c2)on1 (stereo not given)	1.1	-1	3.5	0.0	5	-1.1	1	-4	0.3	0.1	-1.6
